Compound activity: PubChem BioAssay, several laboratories
DSG3 Ab inh – inhibitors of pemphigus antibody binding to human desmoglein-3 | P32926 | DSG3-coupled beads, scFv-anti-DSG3-GFP binding, flow cytometry; hits give low values | binding (percent of control), % at 10 µM | actives 0.48% (n = 310,000);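 active means binding more than 3 SD below its plate's average and above zero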;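 further: hits lower antibody fragment binding to DSG3; some compounds called inactive have numbers as strong as hits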
Target sequence (P32926 whole entry, looked up, the tested form may be a part): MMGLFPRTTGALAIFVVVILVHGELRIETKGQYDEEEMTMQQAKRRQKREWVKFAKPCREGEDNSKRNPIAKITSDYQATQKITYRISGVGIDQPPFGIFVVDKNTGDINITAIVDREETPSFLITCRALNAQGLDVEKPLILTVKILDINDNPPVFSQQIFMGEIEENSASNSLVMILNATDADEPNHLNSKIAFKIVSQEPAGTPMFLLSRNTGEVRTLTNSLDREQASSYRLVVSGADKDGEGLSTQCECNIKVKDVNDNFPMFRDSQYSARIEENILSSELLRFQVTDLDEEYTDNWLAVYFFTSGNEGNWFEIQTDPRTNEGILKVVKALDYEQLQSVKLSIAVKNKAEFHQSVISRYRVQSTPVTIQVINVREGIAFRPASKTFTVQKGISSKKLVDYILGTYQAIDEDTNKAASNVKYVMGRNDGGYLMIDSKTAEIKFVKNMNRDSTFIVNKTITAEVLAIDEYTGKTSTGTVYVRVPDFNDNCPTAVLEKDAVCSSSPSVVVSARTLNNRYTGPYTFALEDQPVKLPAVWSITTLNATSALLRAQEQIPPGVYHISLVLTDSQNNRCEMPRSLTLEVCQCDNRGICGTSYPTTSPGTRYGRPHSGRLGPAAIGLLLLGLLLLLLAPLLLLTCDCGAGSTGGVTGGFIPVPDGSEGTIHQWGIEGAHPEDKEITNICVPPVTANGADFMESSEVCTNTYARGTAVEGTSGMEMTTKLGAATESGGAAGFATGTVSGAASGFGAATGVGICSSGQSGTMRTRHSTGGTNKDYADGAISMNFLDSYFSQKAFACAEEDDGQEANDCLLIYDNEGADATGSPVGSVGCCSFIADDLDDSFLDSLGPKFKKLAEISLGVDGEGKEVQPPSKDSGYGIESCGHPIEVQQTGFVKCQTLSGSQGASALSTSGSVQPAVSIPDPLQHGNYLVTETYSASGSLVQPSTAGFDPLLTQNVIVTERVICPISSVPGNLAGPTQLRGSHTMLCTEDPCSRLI
phage Ecoli inh – E. coli growth loss with phage present. growth absorbance. inhibition, % at 11.9 µM. actives 0.26% (n = 360,000). AID 651602; in the data active means inhibition above about 11%
MOR-DOR ag – OPRM1-OPRD1 heterodimerization agonism. activation, % at 9.3 µM. P35372+P41143. cells, luminescence. AID 504326. actives 0.3% (n = 340,000); in the data active means activation above about 18%;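 further: 0% = vehicle-treated cells and 100% = reference agonist; values of inactives mirror those of a sister screen read the other way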
PKA-R1A act – activates the PKA-R1A holoenzyme complex; P00514+P68181; PKA-R1A dissociation, Cy5-IP20 fluorescence polarization; scaled: DMSO 0%, 113 µM cGMP 100%; activation, % at 11.4 µM; actives 0.083% (n = 340,000);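 active means percent activation above the mean of all tested compounds plus 3 SD, cut at about 19% in these data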;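 further: higher means more PKAc released from R1A so a rise in polarization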
HTR5A ag – HTR5A agonism, opioid heterodimer counter-screen; P47898; HTR5A agonist assay, luminescence, cell-based; activation, % at 9.3 µM; actives 0.61% (n = 340,000); in the data active means activation mostly above about 9.5%, no sharp cut-off; inactive means mostly below about 7.6%;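 further: 0% = cells with vehicle only and 100% = reference agonist; strong numbers were not always called active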
E coli growth – reduces bacterial viability in AddAB counter-screen. E. coli V3065 growth, OD600 absorbance, 18 h. inhibition, % at 11.9 µM. actives 0.27% (n = 330,000);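 active means inhibition above the campaign's mean inhibition across all tested compounds plus 3 SD, cut at about 9.9% in these data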;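 further: uninfected addAB+ strain grown without phage in ampicillin broth; 0% = DMSO wells and 100% = ciprofloxacin 0.95 µg/ml wells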
AddAB inh – less growth of phage-infected E. coli with AddAB | inhibition, % at 11.9 µM | actives 0.29% (n = 330,000) | AID 435030 | E. coli expressing H. pylori AddAB, absorbance growth; in the data active means inhibition above about 12%;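 further: 0% = vehicle wells of infected cells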
HTR5A inv ctr – inverse agonist of human HTR5A in OPRM1-OPRD1 counter-screen | HTR5A cell line, luminescence, inverse agonism | inhibition, % at 9.3 µM | actives 0.083% (n = 340,000) | AID 504634; in the data active means inhibition mostly above about 23%, no sharp cut-off; inactive means mostly below about 18%;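 further: 0% = cells with DMSO and 100% = no-cell wells with DMSO; some compounds called inactive have numbers as strong as hits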
Mot1-301 SUMO – SUMOylation pathway inhibition by Mot1-301 growth rescue; actives 1% (n = 320,000); S. cerevisiae Mot1-301 growth rescue, ATP luminescence, 38.5C; percent above DMSO median, 100 means doubled; growth rescue, % at 18.8 µM;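 active means every valid replicate shows activation above 250% relative to neutral control wells; inactive means the rest, any valid replicate at or below 250%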;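 further: OY570 slx delta 5 strain wells were the positive control but not used for scaling; some compounds called inactive have numbers as strong as hits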
PfHsp90 set2 – growth inhibition of yeast expressing Plasmodium Hsp90; S. cerevisiae expressing PfHsp90, BacTiter-Glo ATP, 48 h; yeast lacking PDR1 and PDR3 efflux regulators; inhibition, % at 9.4 µM; actives 0.32% (n = 310,000);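 active means every replicate shows inhibition above about 80%, whatever the replicate mean, limit read from the data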;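 further: 0% = DMSO neutral controls and 100% = 20 µM radicicol positive controls; yeast relying on Plasmodium falciparum Hsp90 in place of its own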
OPRM1-OPRD1 inv – inverse agonist of human OPRM1-OPRD1 heterodimerization; P35372+P41143; cell-based MOR-DOR heterodimer luminescence, inverse agonism; inhibition, % at 9.3 µM; actives 0.21% (n = 340,000); AID 504357; in the data active means inhibition above about 22%, passing the limit was not always enough;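 further: 0% = cells with DMSO and 100% = wells without cells with DMSO; values of inactives mirror those of a sister screen read the other way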
* hit, by the source's call; nt = no result given.

Fields: DSG3 Ab inh | phage Ecoli inh | MOR-DOR ag | PKA-R1A act | HTR5A ag | E coli growth | AddAB inh | HTR5A inv ctr | Mot1-301 SUMO | PfHsp90 set2 | OPRM1-OPRD1 inv
- CCOC(=O)CSc1nc2c(cnn2-c2ccc(C)cc2)c(=O)[nH]1
  106 | 2.1 | -1.1 | -9 | 4 | 1.4 | -1.4 | -9 | -3 | -9 | 6
- O=C(Nc1ccc2oc(-c3ccc4ccccc4c3)nc2c1)c1cccs1
  92 | 0.7 | 6.4 | -7 | 6 | 1.1 | 2.7 | -12 | 12 | nt | -32
- CC1=CC(C)C2C(=O)N(O)C(=O)C2C1 (stereo not given)
  98 | 0.8 | -2.2 | -17 | 3 | 1.3 | 1.5 | -25 | 1 | 15 | 12
- O=C(NNc1nc(-c2ccccc2)cs1)c1cccs1
  91 | 5.3 | nt | nt | nt | 2.8 | 4.6 | nt | -1 | nt | nt
- CC1CCCCC1NC(=O)C(C)N1C(=O)c2ccccc2C1=O (stereo not given)
  101 | -1.6 | 1.7 | -1 | 5 | -0.2 | 1.2 | -12 | -12 | -2 | -7
- O=C(O)Cc1sc(N/N=C\c2ccccc2)nc1-c1ccccc1
  83 | 3.2 | -1.3 | -7 | -8 | -0.1 | 2.1 | -2 | -16 | -11 | 8
- N#Cc1ccc(Oc2cc(C(F)(F)F)nc(-c3ccccn3)n2)cc1
  96 | 3.0 | -2.6 | -11 | 6 | 1.3 | 5.0 | -13 | -3 | 24 | 13
- CCC(C)(O)c1[nH]c2ccc(C(F)(F)F)cc2c1C (stereo not given)
  95 | 1.4 | 1.9 | 8 | 0 | -0.2 | 4.7 | -19 | -20 | 6 | -10
- O=C1CC2(CCCC2)C(=O)N1CN1CCN(S(=O)(=O)c2ccc(Cl)c(Cl)c2)CC1
  102 | 2.2 | -3.2 | -8 | -1 | -0.5 | 2.2 | 12 | -7 | nt | 13
- CSc1cccc(NC(=S)N(Cc2ccccc2)Cc2cccnc2)c1
  108 | 1.7 | -0.1 | 1 | 3 | -0.3 | 1.3 | 4 | 1 | -69 | 0
- O=C(c1ccccc1)N1CN2CN(C(=O)c3ccccc3)CC([N+](=O)[O-])(C2)C1
  103 | 3.8 | -2.0 | 5 | -4 | -2.5 | -1.4 | -17 | -25 | -4 | 11
- S=C(Nc1ccccc1Cl)N1CCCCC1
  86 | 2.2 | -1.2 | -1 | 3 | -2.1 | 2.2 | -7 | -3 | -3 | 6
- COc1cccc(C(=O)N2CCN(Cc3cc(Br)ccc3OC)CC2)c1
  73 | -6.5 | 0.4 | 0 | 0 | -2.8 | -5.4 | 4 | -9 | 0 | -2
- COc1ccc2nc(SC(C)C(=O)NC3CCCCC3)[nH]c2c1 (stereo not given)
  94 | 2.4 | -1.2 | 13 | 10 | nt | nt | 0 | nt | 5 | 7
- NS(=O)(=O)c1ccc(CNC(=O)Cc2cccs2)cc1
  99 | 3.5 | 0.6 | -6 | -3 | -2.1 | -1.4 | 13 | -25 | -3 | -3
- COc1ccc(CNC(=O)C2CCN(S(C)(=O)=O)CC2)c(OC)c1
  105 | -0.2 | -1.6 | -11 | 2 | -2.9 | -0.5 | 19 | -10 | -5 | 8
- CCN(CC)S(=O)(=O)c1ccc(C)c(NC(=O)CN2C(=O)NC3(CCCC3)C2=O)c1
  112 | 1.2 | -2.3 | -4 | 0 | -0.3 | 0.5 | -15 | 10 | 4 | 12
- Cc1ccc(CN(C)C(=O)CCc2nc3sc4c(c3c(=O)[nH]2)CCCC4)o1
  103 | 1.2 | -2.8 | -12 | 1 | -1.4 | -2.2 | -13 | 401 | 12 | 15
- Cc1cc(NC(=O)CSc2nccn2-c2cccc(C)c2C)no1
  100 | 0.3 | -3.2 | -12 | 1 | -0.6 | -1.2 | -2 | -16 | -19 | 15
- O=C(OCc1nnc(-c2ccccc2)o1)c1ccc2c(c1)OCCO2
  111 | 0.1 | 0.2 | -9 | -4 | 0.1 | -1.3 | 9 | 1 | 1 | -1

Additional results:
Fields: DSG3 Ab inh | phage Ecoli inh | MOR-DOR ag | PKA-R1A act | HTR5A ag | E coli growth | AddAB inh | HTR5A inv ctr | Mot1-301 SUMO | PfHsp90 set2 | OPRM1-OPRD1 inv
- CC1(C)Cc2c(sc3[nH]c(=S)[nH]c(=O)c23)CO1
  102 | 1.2 | -3.1 | -1 | 0 | 1.3 | 5.0 | -8 | -1 | 32 | 16
- COc1ccc(C(=O)CC(=O)C(=O)Nc2cc(OC)c(OC)c(OC)c2)cc1
  101 | 0.6 | -1.3 | -5 | 0 | -2.5 | -1.2 | 1 | 3 | -22 | 6
- COc1cccc(/C=C2\SC(=S)N(CCC(=O)N3CCCCC3)C2=O)c1
  nt | -1.5 | 0.2 | -7 | 3 | 2.7 | 0.6 | 8 | 11 | -21 | -1
- N/C(CS(=O)(=O)c1ccccc1)=N\OC(=O)c1ccc(F)cc1
  104 | 1.6 | -2.9 | -6 | -3 | 0.2 | 2.9 | 8 | -6 | -3 | 15
- CC1(C)C(=O)Nc2ccccc2N1C(=O)COC(=O)c1cc(S(C)(=O)=O)ccc1Cl
  91 | 3.2 | -2.6 | 5 | 1 | nt | nt | 6 | nt | -6 | 17
- CCOC(=O)C1(CC2CC2)CCN(C(=O)c2ocnc2C)CC1
  105 | 3.0 | -5.1 | -3 | 0 | 4.2 | 4.6 | 0 | -18 | 35 | 23
- Cc1ccc(S(=O)(=O)N(CCC(=O)NCc2ccc(S(N)(=O)=O)cc2)c2ccccc2)cc1
  113 | 1.0 | -0.4 | -9 | 3 | nt | nt | -24 | nt | nt | 3
- O=C(NCc1cn2ccsc2n1)Nc1ccc(Cl)cc1
  117 | 5.3 | 30* | -6 | -2 | 3.7 | 3.3 | 5 | -1 | 13 | -190
- CCN=C1SC(CC(=O)NCc2ccccc2)C(=O)N1CC (stereo not given)
  96 | 0.6 | -4.2 | 1 | 0 | -1.2 | 3.2 | 0 | 1 | -21 | 20
- COC(=O)c1ccc(S(=O)(=O)N2CCCC2)o1
  103 | -1.8 | -1.4 | -3 | 2 | 0.3 | 1.6 | 9 | -1 | -12 | 7
- O=S(=O)(c1cc(Cl)ccc1Cl)n1nnc2ccccc21
  120 | 1.1 | -1.2 | -8 | -4 | -1.7 | -1.4 | -41 | -1 | 13 | 6
- COc1ccc([C@H]2CC(=O)C=C(c3cc(C=O)ccc3OC)C2)cc1
  97 | -3.8 | -2.0 | -10 | 4 | 0.9 | 3.3 | 3 | 17 | 17 | 11
- Cc1c(NS(=O)(=O)c2ccc(C(=O)N(C)Cc3cccc(Cl)c3Cl)cc2)c(=O)n(-c2ccccc2)n1C
  98 | 3.1 | -1.9 | -9 | 2 | nt | nt | -6 | nt | 3 | 10
- COc1nc(-c2ccccc2)nc(-c2ccccc2)c1C
  102 | 1.3 | nt | nt | nt | 1.8 | 3.4 | nt | -10 | nt | nt
- CSCCC(NS(=O)(=O)c1ccccc1F)C(=O)NCC(c1ccc(F)cc1)N1CCOCC1 (stereo not given)
  109 | 1.4 | -1.2 | 1 | 4 | 1.6 | 3.1 | -11 | -9 | nt | 8
- CC(C)NC(=O)CSCc1c(F)cccc1Cl
  105 | 1.8 | -3.6 | 1 | 10 | -1.8 | -0.8 | -15 | 20 | nt | 16
- CC1(C)CC(=O)C=C(c2ccc3c(c2)OCO3)C1
  104 | 0.8 | -0.7 | -5 | 7 | 2.1 | 0.8 | -20 | 11 | -36 | 4
- CCOc1ccc(-c2[nH]ncc2Oc2cccc(OC)c2)c(O)c1
  103 | 7.7 | 11 | -7 | -6 | 2.6 | 2.1 | -2 | 21 | 1 | -65
- CC(=O)NCC12CC3CC(C1)CC(C(=O)O)(C3)C2
  97 | -1.5 | -2.4 | 10 | -1 | 1.6 | 3.5 | 4 | -18 | -3 | 13
- Cn1c(=O)c2c(nc(NCc3ccco3)n2C/C=C/c2ccccc2)n(C)c1=O
  102 | 4.0 | 7.7 | -5 | 11* | 0.8 | 0.1 | -39 | -16 | -25 | -41

Going on with the list.
Fields: DSG3 Ab inh | phage Ecoli inh | MOR-DOR ag | PKA-R1A act | HTR5A ag | E coli growth | AddAB inh | HTR5A inv ctr | Mot1-301 SUMO | PfHsp90 set2 | OPRM1-OPRD1 inv
- Cc1ccc(Cl)cc1NC(=O)C1CCCN1S(=O)(=O)c1ccc(-c2ccc(=O)[nH]n2)s1 (stereo not given)
  102 | 2.2 | 2.8 | -1 | 3 | 0.4 | 4.4 | -1 | -6 | 22 | -14
- CCOC(=O)C1C(=O)CC(C)(O)C(C(=O)OCC)C1c1ccc(F)cc1 (stereo not given)
  109 | 2.8 | -1.0 | 5 | -2 | 1.6 | 0.9 | 6 | -5 | 25 | 6
- CC(=O)N1CCc2c(sc(NC(=O)CCS(=O)(=O)c3ccc(C)cc3)c2C#N)C1
  101 | 1.6 | -0.1 | -5 | 4 | 1.5 | 0.5 | -3 | -6 | -23 | 0
- CCOC(=O)N1CCN(C(=O)CN(c2ccc(OC)cc2)S(C)(=O)=O)CC1
  97 | 1.9 | -0.2 | -9 | -3 | 1.8 | 0.9 | 7 | -17 | -19 | 1
- c1ccc2c(c1)CCc1c(-c3ccncc3)n[nH]c1-2
  102 | 0.9 | -1.6 | -10 | 4 | -1.4 | 4.4 | -9 | -6 | 23 | 6
- OCCN(CC#CCC(O)(c1ccccc1)C1CCCC1)CCO (stereo not given)
  nt | -1.0 | -2.0 | -2 | -3 | -1.4 | 0.6 | -3 | 6 | -11 | 10
- CSc1nnc([C@@H](NC(=O)OC(C)(C)C)C(C)C)o1
  102 | 3.1 | -2.4 | -10 | 0 | -0.7 | 1.4 | -13 | 10 | nt | 14

Five entries from above, with tabs:
smiles	DSG3 Ab inh	phage Ecoli inh	MOR-DOR ag	PKA-R1A act	HTR5A ag	E coli growth	AddAB inh	HTR5A inv ctr	Mot1-301 SUMO	PfHsp90 set2	OPRM1-OPRD1 inv
Cc1ccc(Cl)cc1NC(=O)C1CCCN1S(=O)(=O)c1ccc(-c2ccc(=O)[nH]n2)s1 (stereo not given)	102	2.2	2.8	-1	3	0.4	4.4	-1	-6	22	-14
CCOC(=O)C1C(=O)CC(C)(O)C(C(=O)OCC)C1c1ccc(F)cc1 (stereo not given)	109	2.8	-1.0	5	-2	1.6	0.9	6	-5	25	6
CC(=O)N1CCc2c(sc(NC(=O)CCS(=O)(=O)c3ccc(C)cc3)c2C#N)C1	101	1.6	-0.1	-5	4	1.5	0.5	-3	-6	-23	0
CCOC(=O)N1CCN(C(=O)CN(c2ccc(OC)cc2)S(C)(=O)=O)CC1	97	1.9	-0.2	-9	-3	1.8	0.9	7	-17	-19	1
c1ccc2c(c1)CCc1c(-c3ccncc3)n[nH]c1-2	102	0.9	-1.6	-10	4	-1.4	4.4	-9	-6	23	6
